HTR5A inv ag: HTR5A inverse agonists in luminescence cell assay, primary screen, counter-screen for OPRM1-OPRD1 heterodimer inverse agonist project, full-deck HTS; HTR5A cell line, inverse agonism; 0.083% of 340,000 active; 5-hydroxytryptamine receptor 5A (Homo sapiens), P47898; inhibition, % at 9.3 µM; in the data active = inhibition mostly above about 23%, no sharp cut-off; inactive = mostly below about 18%;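 also: 0% = cells with DMSO and 100% = no-cell wells with DMSO; some compounds called inactive have numbers as strong as hits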
HTR5A ag ctr: HTR5A agonists in luminescence cell assay, primary screen, counter-screen for OPRM1-OPRD1 heterodimer agonist project, full-deck HTS; cell-based; 5-hydroxytryptamine receptor 5A (Homo sapiens), P47898; 0.61% of 340,000 active; activation, % at 9.3 µM; in the data active = activation mostly above about 9.5%, no sharp cut-off; inactive = mostly below about 7.6%;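 also: 0% = cells with vehicle only and 100% = reference agonist; strong numbers were not always called active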
dFosB activator: activators of delta FosB homodimer, primary screen, biochemical, fluorescence polarization, TAMRA-CDK5 oligo, single point | Protein FosB (Mus musculus), P13346 | purified delta FosB; percent of positive-control signal above neutral wells | activation, % at 25 µM | 0.99% of 340,000 active;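 active = mean activation above about 17%, with every replicate also reaching it, limit read from the data, passing the limit was not always enough; inconclusive = only one of the two conditions met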;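 also: fluorescence polarization rise as delta FosB binds a TAMRA Cdk5 AP-1 oligo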
Target sequence (P13346 whole entry, looked up): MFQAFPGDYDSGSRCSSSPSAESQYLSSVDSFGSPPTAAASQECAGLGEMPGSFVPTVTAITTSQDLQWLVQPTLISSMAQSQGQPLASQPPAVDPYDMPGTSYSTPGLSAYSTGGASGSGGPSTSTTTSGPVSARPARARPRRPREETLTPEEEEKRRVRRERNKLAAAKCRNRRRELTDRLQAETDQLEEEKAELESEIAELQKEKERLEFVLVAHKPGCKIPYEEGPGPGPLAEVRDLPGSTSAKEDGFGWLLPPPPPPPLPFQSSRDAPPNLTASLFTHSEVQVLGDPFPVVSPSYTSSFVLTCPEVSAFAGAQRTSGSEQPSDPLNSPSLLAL
V-ATPase pH: regulators of yeast V-ATPase proton pumping, primary screen, pHLuorin cytosolic pH fluorescence. S. cerevisiae. response, % at 10 µM. 0.37% of 350,000 active; in the data active = response mostly above about 7.3%, no sharp cut-off; inactive = mostly below about 5.4%; also: actives read high; inactives centre near 0; some compounds called inactive have numbers as strong as hits; reference of the scale not given here
SR-BI HDL uptake: inhibitors of SR-BI mediated HDL lipid uptake, primary screen, ldlA[mSR-BI] cells, fluorescence, single point. Scavenger receptor class B member 1 (Mus musculus), Q61009. ldlA[mSR-BI] CHO cells, DiI-HDL uptake fluorescence, 3 h. inhibition, % at 12.5 µM. 0.96% of 320,000 active;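 active = mean replicate inhibition of at least 70% and a set share of replicates each scoring 70 or more; inconclusive = meets just one of the two criteria; inactive = fails both criteria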;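 also: 0% = median of neutral control wells and 100% = median of positive control wells; values of inactives mirror those of a sister screen read the other way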
Target sequence (Q61009 whole entry, looked up): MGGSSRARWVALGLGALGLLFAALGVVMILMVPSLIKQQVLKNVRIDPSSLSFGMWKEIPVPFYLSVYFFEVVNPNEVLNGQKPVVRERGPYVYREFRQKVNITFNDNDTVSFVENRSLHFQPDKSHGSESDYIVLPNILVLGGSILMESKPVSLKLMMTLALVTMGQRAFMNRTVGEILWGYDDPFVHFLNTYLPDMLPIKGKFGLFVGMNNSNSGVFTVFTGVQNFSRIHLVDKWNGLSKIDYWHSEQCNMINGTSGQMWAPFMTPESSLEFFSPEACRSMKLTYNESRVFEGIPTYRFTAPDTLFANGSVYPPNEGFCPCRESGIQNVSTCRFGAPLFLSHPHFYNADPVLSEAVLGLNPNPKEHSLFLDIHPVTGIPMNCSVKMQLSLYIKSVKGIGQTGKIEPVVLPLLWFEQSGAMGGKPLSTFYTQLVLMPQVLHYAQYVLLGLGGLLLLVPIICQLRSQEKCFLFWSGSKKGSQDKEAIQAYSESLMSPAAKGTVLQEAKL
Wnt bcat act: Wnt/beta-catenin pathway activators, primary screen, cell-based, plate reader, single point | AID 743398, 2014 | activation, % at 9.35 µM | Wnt/beta-catenin reporter cell assay, activator | 1.2% of 300,000 active; in the data active = activation above about 30%, passing the limit was not always enough; inconclusive = no clear call, values can overlap the other calls;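 also: 0% = neutral control wells and 100% = positive control wells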
NSD2 inh: NSD2 histone methyltransferase inhibitors, primary screen, biochemical, AlphaScreen, single concentration, set 2; 0.54% of 310,000 active; Histone-lysine N-methyltransferase NSD2 (Homo sapiens), O96028; inhibition, % at 12.5 µM; NSD2 peptide methylation, 120 min; in the data active = inhibition above about 50%
MITF TRPM1 HTS: activators of MITF-driven TRPM1 promoter reporter, primary screen, cell-based, SK-MEL-5, luciferase, single point; SK-MEL-5 TRPM1-promoter luciferase, 24 h; % of positive control, neutral wells = 0; activation, % at 12.5 µM; 0.75% of 300,000 active;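 active = mean activation of at least 80% with every replicate also reaching 80%; inconclusive = mean reaches 80% but some replicate falls short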;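 also: 0% = neutral control wells and 100% = parthenolide positive control wells; values of inactives mirror those of a sister screen read the other way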
PvdQ inh: P. aeruginosa PvdQ acylase inhibitors, primary screen, biochemical, fluorescence, plate reader and imaging, single point; PvdQ acylase [Pseudomonas aeruginosa LESB58]; purified PvdQ acylase; inhibition, % at 10 µM; 0.063% of 340,000 active; AID 488965, 2010; in the data active = inhibition above about 30%, passing the limit was not always enough; inconclusive = no clear call, values can overlap the other calls;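 also: 0% = vehicle neutral wells and 100% = reference inhibitor wells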
CDK5 inh: inhibitors of human CDK5/p35 kinase, primary screen, biochemical, single concentration; AID 488839, 2010; Cyclin-dependent kinase 5 (Homo sapiens) + Cyclin-dependent kinase 5 activator 1 (Homo …; 0.01% of 330,000 active; inhibition, % at 10 µM; Recombinant CDK5/p35, ADP-Glo luminescence, 60 min;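 active = highest replicate inhibition of at least 50% and at least 75% of replicates reaching 50%; inconclusive = only one of the two criteria met; inactive = both criteria failed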;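 also: plate controls were DMSO neutral control for no effect and GW8510 at 10 µM for full effect; many of its hits are not listed in these tables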
* marks the source's active call; other numbers are inactive results; ? = inconclusive; / = not tested or not shown.

structure,HTR5A inv ag,HTR5A ag ctr,dFosB activator,V-ATPase pH,SR-BI HDL uptake,Wnt bcat act,NSD2 inh,MITF TRPM1 HTS,PvdQ inh,CDK5 inh
O=c1c2ccccc2nc(-c2ccc(Cl)cc2Cl)n1CCCn1ccnc1,5,4,-5,0,-12,0,/,/,1,1.7
COc1ccc(OC2C(=O)N(Cc3ccc4c(c3)OCO4)C2c2cccs2)cc1 (stereo not drawn),-22,3,-5,1,13,/,8,-6,-1,0.5
C[C@H](NC(=O)c1ncn(Cc2ccccc2)c1C(=O)N[C@@H](C)c1ccccc1)c1ccccc1,-18,1,3,0,7,-4,/,-7,-1,1.5
CN(CC(=O)Nc1cccc(F)c1)C(=O)Cc1n[nH]c(=O)c2ccccc12,6,-2,0,0,-1,-1,0,8,-9,-3.3
Cc1cc(Cl)ccc1NC(=S)N(CCCN1CCOCC1)Cc1cccs1,2,2,-7,2,-28,0,0,-2,-13,-0.7
Cc1cc(S(=O)(=O)N(Cc2ccc(C(C)(C)C)cc2)Cc2cccs2)ccc1-n1cnnn1,18,-4,-12,2,7,/,-2,8,-5,0.2
COc1c(C(C)C)oc2cc3oc(=O)ccc3cc12,-3,1,-3,1,25,-3,-2,17,-4,-1.3
O=C(CN(C(=O)CSc1nc2ccccc2o1)c1ccccc1F)NC1CCCCC1,4,-2,-4,-1,31,/,-1,-8,-3,-2.4
COc1ccc(NC(=O)C2CCCN(S(=O)(=O)c3c(C)[nH]c(=O)[nH]c3=O)C2)cc1Cl (stereo not drawn),-5,2,-3,2,-2,-3,0,-4,-26,-3.3
Cc1ccc(-c2cc(C(=O)Nc3cnn(C(C)C)c3)no2)cc1,7,0,-6,0,4,2,-1,33,6,-1.2
N#Cc1nc(-c2cccs2)oc1N1CCN(c2ccccc2)CC1,-10,5,-13,5,-42,/,0,8,-13,-1.8
Cc1ccc(S(=O)(=O)N2CCOCC2)cc1C(=O)NC(=S)N(Cc1ccccc1)C(C)C,-4,1,-7,-2,-20,7,2,-8,-10,1.5
CCCc1nc(NC2CCCCC2)c(C#N)c2c1COC(C)(C)C2,-11,6,-3,1,8,/,-2,0,-16,0.2
CCCc1nnc(NC(=O)C2CC(=O)N(CCc3ccc(F)cc3)C2)s1 (stereo not drawn),6,-2,-6,2,/,-1,1,-1,10,1.6
O=C(NC1CC1)c1ccc(C2SCC(=O)N2Cc2ccccc2)cc1 (stereo not drawn),9,-3,-2,0,7,-6,-1,-3,7,1.7
Cc1ccc(SC(C)C(=O)NCc2ccc(F)cc2)cc1 (stereo not drawn),19,2,-1,0,-4,-1,-3,-8,7,2.0
Cc1ccc(C)c(N2CCN(C(=O)C3CCN(c4nc(C)cc(C)n4)CC3)CC2)c1,19,5,-15,2,63,-1,-2,-11,-6,-0.1
Nc1ccc2oc3ccccc3c2c1,-10,4,-4,0,-3,/,42,40,4,0.5
CCOC(=O)c1c(CN(CC)CC)n(C)c2cc(Br)c(O)cc12,-7,2,10,2,/,-1,3,-1,7,-0.5
O=C(NCc1nnnn1-c1ccc(F)c(F)c1)c1ccc2c(c1)OCO2,-12,4,-5,1,8,1,-9,-5,-10,0.0
O=C(NCc1ccco1)/C(=C/c1ccco1)NC(=O)c1ccc(Br)o1,12,0,-5,3,-24,0,6,6,-6,0.7
O=C(CNc1cccc2ccccc12)N/N=C/c1ccc([N+](=O)[O-])o1,-17,6,-3,-3,-7,-2,-1,-73,5,-0.9
CCOc1ncccc1C(=O)OCC(=O)NC(=O)NC(C)C,18,-4,-1,-5,-11,-1,0,-13,-10,2.4
CCCn1c(SCC(=O)Nc2cccc(S(=O)(=O)N3CCCC3)c2)n[nH]c1=O,9,9,-6,2,/,1,-3,-5,-6,-1.6
Cc1ccc(NC(=O)OCCNC(=O)OC(C)C)cc1,5,-2,-4,-1,-3,4,0,57,-17,-2.0
CN1CCN(C(=O)CNC(=O)Cc2ccc(Cl)cc2)CC1,2,-6,3,8,8,-1,1,-5,2,0.3
COC(=O)Cc1ccc2c3ccccc3n(C)c2c1,-16,6,-3,0,-2,/,-8,29,-10,-3.2
O=C(NC(N1CCOCC1)C(Cl)(Cl)Cl)c1cc([N+](=O)[O-])cc([N+](=O)[O-])c1 (stereo not drawn),1,7,3,-3,5,-1,3,-46,-5,-1.4
COc1ccc(S(=O)(=O)N(C)CC(=O)N2CCOCC2)cc1Cl,-29,3,-3,-1,-23,/,-3,-1,0,0.0
O=C(CN1C(=O)NC2(CCc3ccccc32)C1=O)c1ccc(Br)s1 (stereo not drawn),27,0,-10,-2,-1,-6,1,-18,-7,-1.0
CCOC(=O)c1[nH]ncc1[C@@H]1C[C@H]2CN(Cc3cccc(Cl)c3)C(=O)[C@]23CCCN13,-19,4,-12,2,19,-1,-6,1,-14,-2.7
O=C(CNCCC1=CCCCC1)Nc1ccccc1N1CCCCC1,-17,0,-2,1,9,-4,-1,12,1,-1.7
CCOC(=O)N1CCN(C(=O)C2CCC(=O)N(Cc3cccc(C(F)(F)F)c3)C2)CC1 (stereo not drawn),-13,1,6,4,-3,3,-2,-7,-15,-0.1
Cc1ccc(NC(=O)CN(C)C(=O)c2ccccc2OCc2c(C)noc2C)cc1,7,-3,-4,4,17,-4,1,13,-4,-1.6
COc1cc2c(cc1OC)[C@@H](Cc1ccc(OCCC#N)cc1)N(C)CC2,1,0,0,-1,-17,1,-2,-9,-12,0.7
N#C/C(=C\c1ccccc1O)C(=O)Nc1ccccn1,1,0,-4,0,9,2,5,1,10,-0.3
Cc1cc(C)c(S(C)(=O)=O)c(Oc2ccccc2C)n1,-12,-2,0,-1,6,1,2,-1,-7,0.7
CCOC(=O)C1CCCN(CCSc2ccc(C)cc2)C1 (stereo not drawn),-3,1,?,-3,0,0,3,14,-10,0.4
CSc1ccc(C(=O)C2CCCN(S(=O)(=O)c3c(C)noc3C)C2)cc1 (stereo not drawn),4,-1,-11,-3,26,0,1,-12,-7,-2.1
O=C(CN1CCCCCC1)Nc1ccc(F)c(F)c1F,-5,2,2,1,-6,/,2,/,1,1.4

Results in MITF TRPM1 HTS and CDK5 inh (5 entries from above):
smiles	MITF TRPM1 HTS	CDK5 inh
Cc1cc(Cl)ccc1NC(=S)N(CCCN1CCOCC1)Cc1cccs1	-2	-0.7
Cc1cc(S(=O)(=O)N(Cc2ccc(C(C)(C)C)cc2)Cc2cccs2)ccc1-n1cnnn1	8	0.2
COc1c(C(C)C)oc2cc3oc(=O)ccc3cc12	17	-1.3
O=C(CN(C(=O)CSc1nc2ccccc2o1)c1ccccc1F)NC1CCCCC1	-8	-2.4
COc1ccc(NC(=O)C2CCCN(S(=O)(=O)c3c(C)[nH]c(=O)[nH]c3=O)C2)cc1Cl (stereo not drawn)	-4	-3.3

The listing continues.
structure,HTR5A inv ag,HTR5A ag ctr,dFosB activator,V-ATPase pH,SR-BI HDL uptake,Wnt bcat act,NSD2 inh,MITF TRPM1 HTS,PvdQ inh,CDK5 inh
N#C/C(=C/C1=C(N2CCOCC2)C(=C/c2ccc(Cl)cc2Cl)/CC1)C(=O)Nc1ccccc1F,-7,2,5,2,74*,-4,1,-3,-2,-0.7
CCS(=O)(=O)N1CCN=C1SC(C)c1ccccc1 (stereo not drawn),10,-3,2,1,-8,3,-5,8,-4,-1.8
Cc1ccc(-c2nnc(N(C)C(=O)c3cccnc3)s2)cc1,-6,2,-5,1,-9,27,-4,29,-8,0.8
CCn1c(SCC(=O)Nc2sc(C)c(C)c2C#N)nnc1C(C)C,-26,1,-7,0,13,/,-1,-1,-10,1.8
COc1ccc2c(C)cc(SCC#N)nc2c1,10,1,-5,-2,-17,0,-5,-6,0,0.5
O=c1[nH]nc(Cc2ccc(-c3cccc(Cl)c3)o2)c2ccccc12,-34,3,-3,-3,28,-8,-4,/,-6,-1.4
O=C(O)c1cc(-c2cccnc2)nc2ccc(Br)cc12,6,-2,-11,6,-8,-1,-2,3,-16,-2.2

One compound at a time, from the list above. Order of screens: HTR5A inv ag, HTR5A ag ctr, dFosB activator, V-ATPase pH, SR-BI HDL uptake, Wnt bcat act, NSD2 inh, MITF TRPM1 HTS, PvdQ inh, CDK5 inh
Record of N#C/C(=C/C1=C(N2CCOCC2)C(=C/c2ccc(Cl)cc2Cl)/CC1)C(=O)Nc1ccccc1F : -7, 2, 5, 2, 74*, -4, 1, -3, -2, -0.7
Record of CCS(=O)(=O)N1CCN=C1SC(C)c1ccccc1 (stereo not drawn) : 10, -3, 2, 1, -8, 3, -5, 8, -4, -1.8
Record of CCn1c(SCC(=O)Nc2sc(C)c(C)c2C#N)nnc1C(C)C : -26, 1, -7, 0, 13, /, -1, -1, -10, 1.8
Record of O=C(O)c1cc(-c2cccnc2)nc2ccc(Br)cc12 : 6, -2, -11, 6, -8, -1, -2, 3, -16, -2.2
Record of Cc1ccc(-c2nnc(N(C)C(=O)c3cccnc3)s2)cc1 : -6, 2, -5, 1, -9, 27, -4, 29, -8, 0.8
